Screening results as filed in PubChem BioAssay.
ARFGAP1 inhibitor: inhibits rat ARF GTPase activating protein 1 | Q62848 | Arfgap1-stimulated ARF1 GTP hydrolysis, GDP FP detection | inhibition, % at 16.5 µM | 360,000 compounds, 0.26% hits;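 active means inhibition above a per-plate limit, mean inhibition of low control wells plus 3 SD, cut at about 25% in these data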;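 further: 0% = DMSO wells with enzyme and 100% = wells lacking Arfgap1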
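Material: truncated rat Arfgap1 GAP domain; Incubation: compound-enzyme preincubation 20 min, reaction 120 min, detection 60 min, 25 °C; Read-out: percent inhibition of Arfgap1-stimulated GTP hydrolysis; Technique: FP, GDP Alexa 633 tracer displaced from anti-GDP antibody, 620/688 nm; Controls: No-Arfgap1 wells (100%) versus DMSO full-reaction wells (0%); Replication: single well per compound.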
PLCg1 inh: blocks human PLC-gamma1 enzyme activity. P19174. purified PLC-gamma1, fluorogenic substrate, fluorescence. inhibition, % at 12.2 µM. 370,000 compounds, 0.84% hits. AID 720700; in the data active means inhibition above about 9.5%
ADAM17 inh: ADAM17 inhibition, QFRET primary screen; P78536; recombinant ADAM17, EDANS/DABCYL FRET peptide cleavage; inhibition, % at 6.95 µM; 370,000 compounds, 0.83% hits; AID 720648;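 active means inhibition above the mean of compounds lying between control limits plus 3 SD, set per campaign, cut at about 8.5% in these data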;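 further: 0% = DMSO-only wells as the low control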
Target sequence (P78536 215-824 limits assumed): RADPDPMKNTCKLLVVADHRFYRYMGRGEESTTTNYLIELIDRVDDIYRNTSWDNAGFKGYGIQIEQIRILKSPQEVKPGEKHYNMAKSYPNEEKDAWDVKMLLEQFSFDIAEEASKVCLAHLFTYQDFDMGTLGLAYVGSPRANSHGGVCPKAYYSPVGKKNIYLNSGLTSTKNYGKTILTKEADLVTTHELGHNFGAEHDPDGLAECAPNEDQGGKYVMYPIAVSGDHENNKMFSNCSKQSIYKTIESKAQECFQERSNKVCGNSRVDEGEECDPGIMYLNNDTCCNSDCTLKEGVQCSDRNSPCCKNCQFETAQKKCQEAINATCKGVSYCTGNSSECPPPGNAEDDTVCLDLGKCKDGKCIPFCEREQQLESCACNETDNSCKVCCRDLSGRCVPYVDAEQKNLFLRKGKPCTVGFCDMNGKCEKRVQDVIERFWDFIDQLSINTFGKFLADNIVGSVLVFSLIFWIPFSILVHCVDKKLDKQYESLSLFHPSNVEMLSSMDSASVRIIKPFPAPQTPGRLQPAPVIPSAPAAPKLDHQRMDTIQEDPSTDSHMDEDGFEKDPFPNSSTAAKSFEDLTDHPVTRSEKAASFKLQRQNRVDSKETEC
LEDGF integ inh: blocks HIV-1 LEDGF/p75-dependent DNA integration. inhibition, % at 3.7 µM. TR-FRET IN-LEDGF/p75 DNA integration, Eu/Cy5. 370,000 compounds, 0.64% hits;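 active means inhibition above the screen-wide mean plus 3 SD, cut at about 13% in these data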;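 further: signal is the Cy5 over europium emission ratio at 671 and 618 nm; 0% = plate median of compound wells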
DDE Tn7 FP inh: DD(E)-Tn7 binding inhibition, primary FP screen. FP displacement of FITC-Tn7 peptide from fibrin DD(E); 0% = median of compound wells per plate. P02675. inhibition, % at 8.3 µM. 370,000 compounds, 0.13% hits. AID 720508;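 active means inhibition above the mean of compounds falling within the control limits plus 3 SD of them, cut at about 14% in these data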;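 further: 0% = plate median of compound wells and 100% = 10 µM Aha-Tn7 peptide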
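Assay system: human fibrin DD(E) protein / Input: 2 µM fibrin DD(E) / Benchmarks: high control of 10 µM Aha-Tn7 peptide / Measured by: fluorescence polarization of the labelled Tn7 tracer / Medium: Tris buffer with calcium and detergent, pH 7.8 / Timing: 10 min compound pre-incubation, 3 h probe incubation at room temperature / Repeats: one replicate per compound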
proKLK7 act: proKLK7 (human) activation, primary screen; purified proKLK7, EDANS-DABCYL substrate fluorescence; 100% is mature enzyme control, 0% vehicle; activation, % at 7 µM; P49862; 370,000 compounds, 0.9% hits;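 active means activation above the mean of all tested compounds plus 3 SD, computed per campaign excluding outliers beyond control limits, cut at about 13% in these data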
TDP2 inh: TDP2 (human) inhibition, absorbance primary screen; O95551; recombinant TDP2, T5PNP hydrolysis, p-nitrophenol absorbance 415 nm; inhibition, % at 12.8 µM; 370,000 compounds, 0.34% hits;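 active means inhibition above the mean of all tested compounds plus 3 SD, set per campaign, cut at about 25% in these data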;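 further: 0% = DMSO with enzyme and 100% = buffer with substrate but no TDP2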
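test system = human TDP2 enzyme | input = TDP2 enzyme at 120 nM final | medium = 50 mM Tris-HCl pH 7.5 with Mg2+, KCl, DTT, BSA | also added = T5PNP substrate, 5 mM | times = 2 h at 37 °C | technique = epi absorbance | benchmarks = high control without enzyme, low control DMSO plus TDP2 | replication = each compound tested once, singlicate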
ASAP1 GAP inh: blocks human ASAP1-stimulated Arf1 GTP hydrolysis. Q9ULH1. 360,000 compounds, 0.19% hits. inhibition, % at 16.5 µM. GDP FP detection; in the data active means inhibition above about 25%;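 further: 0% = vehicle with enzyme and substrate and 100% = no enzyme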
Target sequence (Q9ULH1 325-724 limits assumed): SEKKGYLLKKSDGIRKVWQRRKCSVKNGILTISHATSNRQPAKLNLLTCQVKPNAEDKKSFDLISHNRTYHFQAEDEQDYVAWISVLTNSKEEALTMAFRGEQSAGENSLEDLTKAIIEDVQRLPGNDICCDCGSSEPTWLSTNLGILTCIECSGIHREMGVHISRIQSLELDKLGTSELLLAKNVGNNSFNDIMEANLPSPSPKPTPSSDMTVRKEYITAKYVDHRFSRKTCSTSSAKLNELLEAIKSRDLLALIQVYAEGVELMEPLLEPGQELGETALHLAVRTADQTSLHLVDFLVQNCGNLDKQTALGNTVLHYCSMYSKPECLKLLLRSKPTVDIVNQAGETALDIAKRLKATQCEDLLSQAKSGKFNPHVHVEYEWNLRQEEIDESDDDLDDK
ADAM10 inh: inhibits human ADAM10 | O14672 | recombinant ADAM10, EDANS/DABCYL FRET peptide cleavage, 3 h | inhibition, % at 7 µM | 370,000 compounds, 0.62% hits;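 active means inhibition above a per-campaign cutoff equal to the mean of compounds falling between control-based bounds plus 3 SD, cut at about 20% in these data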;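 further: 0% = DMSO wells while the 100% control is not disclosed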
DDE Tn6 FP inh: disrupts Tn6 cyclic peptide binding to fibrin D-Dimer-E complex | Fibrin DD(E) TRITC-Tn6 fluorescence polarization displacement | inhibition, % at 8.3 µM | 370,000 compounds, 0.21% hits;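 active means inhibition above a per-campaign cutoff: mean of compounds within control limits plus 3 SD, cut at about 15% in these data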;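 further: 0% = median of all compound wells on the plate and 100% = blocking peptide control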
* marks the source's active call; other numbers are inactive results; nt = not tested or not shown.

SMILES	ARFGAP1 inhibitor	PLCg1 inh	ADAM17 inh	LEDGF integ inh	DDE Tn7 FP inh	proKLK7 act	TDP2 inh	ASAP1 GAP inh	ADAM10 inh	DDE Tn6 FP inh
O=C(CN(C(=O)CNC(=O)c1ccco1)c1ccc2c(c1)OCCO2)NC1CCCCC1	0	3	-3	-7	4	1.4	5	-18	-6	5
CCOC(=O)c1c(C)[nH]c(NC(=O)N2CCOCC2)c1C	-2	-8	-2	-1	0	0.0	4	-11	-2	1
Cc1cc(C)nc(NC(=O)c2ccc(C)c(C)c2)n1	-9	-4	0	-1	3	0.7	-9	-1	-2	8
CC(C)(C)n1nnc(CCc2nnn(C(C)(C)C)n2)n1	-6	2	4	0	3	-0.5	12	5	3	-2
CN(C(=O)COC(=O)c1ccc2ccccc2n1)C1CCS(=O)(=O)C1 (centres undefined)	-3	1	-3	0	0	0.3	3	-14	-1	-4
Cc1ccc(C)c(NC(=O)CN2C(=O)CNC2=O)c1	-1	3	-3	1	1	0.1	0	-5	3	-4
O=C(OCCN1CCOCC1)c1ccc2c(c1)OCCO2	2	1	-2	4	-3	0.0	5	7	-2	-6
Cc1cc(C)nc(SCC(=O)NCC2COc3ccccc3O2)n1 (centres undefined)	5	1	-1	7	-8	-0.1	-10	-3	3	2
O=C(CNC(=O)c1ccc(Cl)cc1)NNc1c(F)c(F)cc(F)c1F	19	-3	-4	0	-8	0.2	6	2	-10	9
Cc1cc(NC(=O)CSc2cc(Cl)ccc2Cl)n(-c2ccccc2)n1	-8	6	9.2*	5	9	-0.2	-11	3	17	3
CCOC(=O)C1=C(CSCC(=O)OC)NC(=O)NC1c1cc(C)ccc1C (centres undefined)	1	3	-4	-2	-5	0.3	-7	-13	0	-6
CC1CCN(c2ccc(C(=O)O)cc2NS(=O)(=O)c2ccc(F)cc2)CC1	nt	2	0	-2	-12	0.8	3	nt	-4	6
COCc1nc2ccccc2n1Cc1ccc(Br)cc1	-4	1	-1	0	4	0.1	9	3	3	-5
O=C(CCl)N(c1ccccc1)C1CCCCC1	0	-4	-7	-10	-3	0.7	-8	3	-17	-1
COc1cccc(-c2cnc(C(O)c3ccc(SC)cc3)[nH]2)c1 (centres undefined)	6	1	1	-3	6	-0.8	-8	-4	10	2
COc1cc(NC(=O)CSc2ccc(-c3cccnc3)nn2)cc(OC)c1	-13	5	2	0	-5	0.0	-2	-1	-2	2
COc1ccc(CN=Cc2[nH]c3ccc(Br)c(Cl)c3c2O)cc1	6	-4	-1	2	1	-0.1	15	-4	-2	-1
O=C(NNC(=O)c1ccccc1[N+](=O)[O-])c1ccccc1[N+](=O)[O-]	5	2	-7	-6	5	0.6	-8	4	2	6
O=C(NC(CC(=O)N1CCN(c2ccccc2)CC1)c1ccccc1)c1ccccc1 (centres undefined)	-11	0	-3	-1	2	1.0	6	-4	-5	-4
COc1ccccc1NC(=O)Nc1ccc(C(=O)N2CCCCC2)cc1	15	2	5	4	-8	0.2	-11	-4	9	-2
O=c1cc(O)c2ccc(O)cc2o1	-11	-7	-11	-7	6	6.5	4	-5	-37	2
O=C(Nc1ccccc1N1CCOCC1)c1ccc(Br)o1	5	0	-1	-3	3	-0.1	-4	-4	-4	11
Cc1ccc(S(=O)(=O)N2CCN(C(=O)CN3CCCSc4ccccc43)CC2)cc1	-7	5	2	-1	-1	0.4	-8	11	-12	-3
CC(C)(C)OC(=O)NCc1ccc(CNC(=O)c2nc[nH]c2C(=O)NCc2ccccc2)cc1	9	3	8	2	-4	0.5	-11	-4	21*	0
c1ccc(CSc2ccc3nnc(-c4cccnc4)n3n2)cc1	7	-7	-4	0	3	0.6	1	-2	-11	0
CC(N=C1CC(C)(C)CC(=O)/C1=C(/O)CCCN1C(=O)c2ccccc2C1=O)C(=O)O (centres undefined)	-3	-1	-1	2	3	-0.6	-7	-1	3	0
COc1ccc(NC(=O)CC2C(=O)NC3CCCCC3N2C(=O)c2ccc(F)cc2)cc1 (centres undefined)	5	1	2	4	2	-0.5	11	3	-7	-12
O=C1NC(Cc2ccc(O)cc2)c2nc3ccc(F)cc3c(=O)n2-c2cc3ccccc3cc21 (centres undefined)	4	-4	5	-2	1	-0.8	2	4	11	0
CCCCCC1CCC(c2ccc(C(N)=O)cc2)CC1 (centres undefined)	-2	0	-3	-1	-10	-0.4	-6	-1	-4	-3
O=C(NCc1ccccc1)c1cccc(COc2ccc(Cl)cc2)c1	-1	-2	3	2	-6	-0.1	5	9	12	1
Cn1ncc2c(NCCc3ccccc3)nc(Cl)nc21	3	2	0	5	12	-0.5	-1	10	-11	10
CCN(CC)c1ccc(/C=N/NC(=O)c2ccc(Br)o2)cc1	10	-74	-1	-2	9	-0.8	-3	-5	-6	3
O=C(Cc1cccc([N+](=O)[O-])c1)Nc1cccc(C(=O)N2CCCC2)c1	0	-2	-2	-2	0	0.5	-7	2	2	4
COc1ccc(CNC(=O)C/C(C)=N/NC(=O)COc2cccc(C)c2)cc1	3	-1	1	2	8	-0.3	-6	8	0	4
O=C(Oc1cccc2cccnc12)c1ccc(N2C(=O)C3C4CCC(C4)C3C2=O)cc1 (centres undefined)	7	-1	-5	2	4	-0.3	4	-1	1	-2
CC1CCN(C(=O)c2[nH]cnc2C(=O)NC2CCN(C(=O)OC(C)(C)C)CC2)CC1	1	-1	-7	17*	7	-0.3	2	7	1	0

Profiles, looked up by structure. Screens in order: ARFGAP1 inhibitor, PLCg1 inh, ADAM17 inh, LEDGF integ inh, DDE Tn7 FP inh, proKLK7 act, TDP2 inh, ASAP1 GAP inh, ADAM10 inh, DDE Tn6 FP inh
COc1ccc(CN=Cc2[nH]c3ccc(Br)c(Cl)c3c2O)cc1 reads 6, -4, -1, 2, 1, -0.1, 15, -4, -2, -1
CCCCCC1CCC(c2ccc(C(N)=O)cc2)CC1 (centres undefined) reads -2, 0, -3, -1, -10, -0.4, -6, -1, -4, -3
O=C(Oc1cccc2cccnc12)c1ccc(N2C(=O)C3C4CCC(C4)C3C2=O)cc1 (centres undefined) reads 7, -1, -5, 2, 4, -0.3, 4, -1, 1, -2

Remaining list, next part
SMILES	ARFGAP1 inhibitor	PLCg1 inh	ADAM17 inh	LEDGF integ inh	DDE Tn7 FP inh	proKLK7 act	TDP2 inh	ASAP1 GAP inh	ADAM10 inh	DDE Tn6 FP inh
COC(=O)/C(=C/Nc1ccc(O)cc1)[N+](=O)[O-]	11	-19	-11	25*	1	-0.5	7	2	-24	46*
CCOC(=O)c1[nH]c2ccc(Cl)cc2c1NC(=O)c1nonc1C	2	-6	-4	-1	3	-0.6	6	-4	-3	4
COc1ccc(COC(=O)C2CCN(S(=O)(=O)c3cccs3)CC2)cc1	-5	4	2	3	-2	0.2	5	6	8	0
Cc1ccc(C(=O)NC(=S)Nc2ccccc2C(F)(F)F)cc1C	12	2	0	3	-2	0.4	-3	7	-1	0
O=C(C[C@H]1C[C@H]2c3cc(NC(=O)CC4CC4)ccc3O[C@H]2[C@H](CO)O1)NCc1ccccc1F	4	2	1	1	-7	-0.2	5	17	-16	-2
Nc1cccc2c1nnn2C1OC(CO)C(O)C(O)C1O (centres undefined)	-4	-146	-13	-1	6	0.8	-6	8	-54	6
CCN(CC)c1ccc(S(=O)(=O)N2CCCCC2)cc1NC(=O)C1CCC1	-2	-4	-5	-6	-1	-0.6	-5	1	-7	2
COc1ccc(-c2cc(C(=O)NCCc3ccccc3)no2)cc1OC	-9	8	7	3	-7	0.6	-10	10	6	-2
O=C(CSc1nnc(-c2cccs2)o1)c1ccc2c(c1)OCO2	nt	0	-4	1	-1	0.5	5	nt	-7	-11
CC(=O)N1N=C(c2ccccc2)CC1c1cccs1 (centres undefined)	1	2	-4	0	4	0.0	-6	-5	-4	2
COc1ccc(NC(=O)c2ccc(NC(=O)CSc3nccc(=O)[nH]3)cc2)cc1	4	9	4	6	-8	-0.3	-13	12	2	-2
Cc1ccc(NC(=O)C(=O)NCc2ccc(/C=C(/C#N)C(=O)NCc3cccnc3)o2)cc1C	9	-2	-2	-1	7	-0.2	-5	-6	-2	3
CCOC(=O)c1c(C)nn(-c2ccc(NC(=O)/C=C/C(=O)O)cc2)c1C	3	-1	-3	2	-7	0.8	3	4	6	6
CC1(C)CC2CC(C)(CN2C(=O)c2ccc([N+](=O)[O-])cc2)C1 (centres undefined)	17	2	1	1	0	-1.1	3	12	-1	10
COCCCNC(=O)CN1C(=O)/C(=C/c2ccccc2C)Sc2ccccc21	7	-16	0	1	1	0.5	4	-4	7	-12
O=C(O)CS(=O)(=O)c1ccc(Oc2ccc(S(=O)(=O)CC(=O)O)cc2)cc1	9	7	0	3	-3	1.1	7	16	-6	-3
COCCN(C(=O)C1CCCO1)c1c(N)n(CC(C)C)c(=O)[nH]c1=O (centres undefined)	-14	6	-7	-1	6	-0.3	1	4	-11	-1
CN1C2=CC=CC=CC2=[N+](C)C12C=CC(=[N+]([O-])[O-])C=C2[N+](=O)[O-] (centres undefined)	-1	1	-3	3	-7	0.2	0	6	0	-6
Fc1ccc(Nc2nnc(-c3ccncc3)s2)cc1Cl	8	-51	-16	1	-3	-0.5	3	2	-54	-5
COc1ccc(C(=O)N2CCN(S(=O)(=O)c3ccc(C)cc3C)CC2)cc1OC	0	-1	-1	0	0	0.2	-3	0	-6	5
O=[N+]([O-])c1nn(-c2ccc(Cl)cc2)n(O)c1=NCc1ccncc1	6	0	-8	1	2	0.0	-3	22	-11	-4
Cc1nc2sccn2c(=O)c1S(=O)(=O)Nc1ccc(N2CCN(C(=O)C(C)C)CC2)cc1	-2	12*	6	6	-4	0.1	-18	-4	5	3
CCN(CC)S(=O)(=O)c1ccc2oc(C(=O)N3CCCCCC3)c(C)c2c1	8	7	-4	2	1	-0.6	-9	-6	-9	-6
COCCOc1ccc(C(F)(F)F)cc1NC(=O)c1ccc(C(F)(F)F)cc1	0	1	-1	-2	1	-0.2	10	-9	3	8
Cc1ccc(NC(=O)OC[C@@H]2CSCCS(=O)(=O)N2)cc1	-2	0	-6	-4	-2	0.1	2	-2	-16	1
CCOC(=O)c1c(NC(C)=O)sc2c(OC)c(Br)ccc12	2	0	-4	1	-3	-1.8	-5	15	-6	-3
COc1ccc(OC)c(/C=N/NC(=O)C(=O)N2CCCC2)c1	12	-14	-6	-8	-8	59*	1	13	-19	1
CC(C)c1ccc(-c2csc(NC(=O)c3cccs3)c2C(=O)O)cc1	-7	-156	2	-1	1	0.1	9	-2	5	6
N#CCCN(C(=O)COC(=O)c1cc(=O)[nH]c2ccccc12)c1ccccc1	1	-117	-38	-2	6	-14	-2	-5	-158	0
